# Source: PubChem
# FLuc modulator = firefly luciferase modulation, counter-screen for miR-21 project. 360,000 compounds, 6.9% hits. AID 588342. Potency, µM (doses to about 57.5 µM), inactives show at the highest dose activity change, negative = inhibition, usual class: inhibitors. purified FLuc, Km substrates, luminescence inhibition;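 also: potency is read from the fitted curve at half-maximal effect; plate controls were vehicle for no effect and reference inhibitor for full effect; nearly all actives have a fitted effect of over 55% in size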
# Target sequence (P08659 whole entry, looked up): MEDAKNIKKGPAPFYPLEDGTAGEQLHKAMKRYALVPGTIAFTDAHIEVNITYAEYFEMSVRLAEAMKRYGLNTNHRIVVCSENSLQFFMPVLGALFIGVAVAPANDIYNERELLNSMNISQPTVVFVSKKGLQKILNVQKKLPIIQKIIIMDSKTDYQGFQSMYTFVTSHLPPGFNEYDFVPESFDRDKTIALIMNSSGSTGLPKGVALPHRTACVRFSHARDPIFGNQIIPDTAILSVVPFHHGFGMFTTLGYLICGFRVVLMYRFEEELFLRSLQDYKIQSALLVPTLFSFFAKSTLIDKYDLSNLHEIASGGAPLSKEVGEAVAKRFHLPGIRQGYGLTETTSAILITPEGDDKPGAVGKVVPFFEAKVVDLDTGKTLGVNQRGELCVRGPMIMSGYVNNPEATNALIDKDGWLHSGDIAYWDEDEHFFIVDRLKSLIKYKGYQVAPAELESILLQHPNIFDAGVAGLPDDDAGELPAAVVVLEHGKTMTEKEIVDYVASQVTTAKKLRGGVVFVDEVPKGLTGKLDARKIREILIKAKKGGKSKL
#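 Purified P. pyralis luciferase, 10 nM final, with Km-level 10 uM D-luciferin and 10 uM ATP in 50 mM Tris acetate pH 7.5, 10 mM Mg acetate, 0.01% Tween-20, 0.05% BSA; 6-point qHTS titration about 60 µM downward; luminescence read.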
# Rab9 prom act = Rab9 promoter activation; Huh7 Rab9 promoter-luciferase reporter, luminescence, 24 h; Potency, µM (highest dose often 9.22 µM), for inactives: top-dose activation, negative = inhibition, usual class: activators; 320,000 compounds, 2.8% hits; also: potency is read from the fitted curve at half-maximal effect; % of control where 0% means no effect; nearly all actives have a fitted effect of over 60% in size
#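 Huh7 reporter line, Rab9 promoter upstream of luciferase. Compound exposure 24 h at 37 °C in reduced-serum medium with 10% FBS. Read-out: luminescence.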
# VP16 counter = counter-screen for ROR gamma inhibitors: Gal4-VP16 reporter. Drosophila S2 Gal4-VP16 UAS-luciferase, luminescence, 20 h. Potency, µM (top dose mostly 53.6 µM), without a hit: at the highest dose activity, negative = inhibition, hits mostly inhibitors. 310,000 compounds, 3.5% hits;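 also: Gal4-VP16 expression switched on by copper sulfate through the metallothionein promoter; potency is read from the fitted curve at half-maximal effect; % is scaled to controls: 0 for no effect and ±100 for the full control effect; nearly all actives have a fitted effect of over 50% in size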
# PKM2 activator = increases activity of human pyruvate kinase M2; P14618; purified PKM2, Kinase-Glo ATP luminescence, activation; response scale: 0% is enzyme alone, no compound; Potency, µM (doses to about 57.5 µM), without a hit: top-dose activation, usual class: activators; 260,000 compounds, 0.34% hits; AID 1631; also: potency is read from the fitted curve at half-maximal effect; % is scaled to controls: 0 for no effect and ±100 for the full control effect; nearly all actives have a fitted effect of over 55% in size
# Target sequence (P14618 whole entry, looked up): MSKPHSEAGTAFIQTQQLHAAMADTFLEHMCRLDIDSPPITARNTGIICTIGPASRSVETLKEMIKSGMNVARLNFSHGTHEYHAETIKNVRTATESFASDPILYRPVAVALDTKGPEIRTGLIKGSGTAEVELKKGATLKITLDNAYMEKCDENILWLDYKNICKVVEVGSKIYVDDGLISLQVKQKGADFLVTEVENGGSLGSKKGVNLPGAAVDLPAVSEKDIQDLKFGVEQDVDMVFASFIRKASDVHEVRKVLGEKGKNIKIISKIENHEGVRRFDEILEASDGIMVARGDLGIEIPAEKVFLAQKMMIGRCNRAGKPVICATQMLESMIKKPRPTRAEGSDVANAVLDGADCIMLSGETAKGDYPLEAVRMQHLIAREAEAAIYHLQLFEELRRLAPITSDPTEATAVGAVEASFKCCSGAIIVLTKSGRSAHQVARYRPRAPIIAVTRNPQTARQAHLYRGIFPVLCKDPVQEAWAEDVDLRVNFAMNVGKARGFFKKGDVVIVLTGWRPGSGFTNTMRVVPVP
#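 Purified hPK-M2 (>95%) run at intermediate activity with 0.1 mM ADP and 0.5 mM PEP in 50 mM imidazole pH 7.2, KCl, MgCl2; 1 h room temperature. ATP formed read by Kinase-Glo luminescence; normalized to uninhibited and no-enzyme controls.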
# Menin-MLL TR inh = displaces Texas Red mutant MLL peptide from human menin; Menin + Texas Red MLL mutant peptide, fluorescence polarization; O00255; Potency, µM (titrated, usually from 61.6 µM), inactives show top-dose FP activity change, negative = inhibition, actives largely listed as inhibitors; 270,000 compounds, 0.23% hits; active = well fitted inhibition curve with a large enough effect in the polarisation, with a control signal flat, not every such curve was filed as active; inconclusive = small, poorly fitted or top-dose-only effect, or effect the other way, or a change in a side signal; inactive = no such curve, though single readings can be large or run the other way; the % refers to the polarisation; also: potency is read from the fitted curve at half-maximal effect; % of control where 0% means no effect; many of its hits are not listed in these tables
# MBNL1 CUG block = blocks human MBNL1 binding to CUG repeat RNA; Potency, µM (top dose mostly 57.5 µM), for inactives: top-dose activity change, negative = inhibition, most hits filed as inhibitors; Q9NR56; AID 2675; TR-FRET MBNL1-His/biotin-(CUG)12 binding, 665/545 ratio; 280,000 compounds, 0.036% hits; active = well fitted inhibition curve with a large enough effect in the signal ratio, with a control signal flat, not every such curve was filed as active; inconclusive = small, poorly fitted or top-dose-only effect, or effect the other way, or a change in a side signal; inactive = no such curve, though single readings can be large or run the other way; the % refers to the signal ratio; also: potency is read from the fitted curve at half-maximal effect; % is scaled to controls: 0 for no effect and ±100 for the full control effect
#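 TR-FRET readout: Ex 340 nm, 665/545 nm emission ratio, normalized to buffer-only (basal) and MBNL1-(CUG)12 controls. Complex of MBNL1-His with Biotin-(CUG)12, compounds 92 nM–58 uM, incubated 60 min at room temperature.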
# ELG1 repair inh = ELG1-dependent DNA repair inhibition; HEK293T ELG1-luciferase reporter, luminescence, 16 h; DNA damage induced by 5-fluorouridine; Potency, µM (titrated, usually from 46.1 µM), inactives show at the top dose activity change, negative = inhibition, hits mostly inhibitors; 330,000 compounds, 2.3% hits; AID 504467; also: potency is read from the fitted curve at half-maximal effect; % is scaled to controls: 0 for no effect and ±100 for the full control effect; nearly all actives have a fitted effect of over 55% in size
#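 HEK293T cells expressing luciferase-tagged ELG1 (2,000/well) received 5-Fluorouridine plus compound or DMSO for 16 hr at 37 °C. Luciferase was read by ONE-Glo luminescence after 30 min at room temperature.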
# Mito fusion yeast = blocks mitochondrial division or promotes mitochondrial fusion | 320,000 compounds, 0.23% hits | Potency, µM (top dose mostly 46.1 µM), without a hit: at the highest dose growth rescue (activation), actives largely listed as activators | S. cerevisiae fusion-defective mutant growth rescue, CellTiterGlo 48 h;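 also: potency is read from the fitted curve at half-maximal effect; % of control where 0% means no effect; nearly all actives have a fitted effect of over 45% in size; temperature-sensitive fusion mutants such as fzo1-1 at 37 °C on non-fermentable ethanol glycerol medium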
#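 Growth-rescue viability read-out: after 48 h at the non-permissive 37C in glycerol/ethanol YPEG, yeast mitochondrial fusion mutants are measured by CellTiterGlo luminescence; compounds (23 nl pinned per well) restoring growth score as division inhibitors or fusion activators.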
# KCNH2 3.1 block = KCNH2 3.1 (human) potassium channel inhibition; U2OS KCNH2 3.1, thallium flux FluxOr; stronger effect = lower value; activity change, % (tested at about 1.8 µM); 340,000 compounds, 0.95% hits; AID 720553;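 active = maximum activity change below -70%; inconclusive = maximum activity change from -70% to -50%; inactive = maximum activity change above -50%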;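 also: thallium influx rate constant from kinetic fluorescence after stimulation buffer; % is scaled to controls: 0 for no effect and ±100 for the full control effect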
#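 Thallium flux read-out: FluxOr dye with Red40 quencher in HBSS/HEPES, 45 min at RT. Rate constants from kinetic reads were normalized to positive and negative DMSO controls. Cells: U2OS virally expressing the 3.1 isoform.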
# NPC1 prom act = activators of NPC1 promoter. Huh7 NPC1 promoter luciferase reporter, 24 h. AID 485313. 320,000 compounds, 2.4% hits. Potency, µM (top dose mostly 9.22 µM), for the others: at the highest dose activation, usual class: activators;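 also: potency is read from the fitted curve at half-maximal effect; % of control where 0% means no effect; nearly all actives have a fitted effect of over 60% in size; reporter is driven by a mutant NPC1 promoter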
#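 Huh7 reporter cells (NPC1 promoter driving luciferase) are dosed with compound for 24 h at 37 °C, 5% CO2; luciferase detection reagent is then added and luminescence measured after 10 min at ambient temperature.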
# RORgamma inh = inhibitors of mouse ROR gamma transcriptional activity. Drosophila S2 Gal4-RORgamma UAS-luciferase reporter, 20 h. Potency, µM (highest dose often 53.6 µM), inactives show at the highest dose activity change, negative = inhibition, most hits filed as inhibitors. 310,000 compounds, 5.4% hits. AID 2551; also: potency is read from the fitted curve at half-maximal effect; % is scaled to controls: 0 for no effect and ±100 for the full control effect; nearly all actives have a fitted effect of over 60% in size
#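 Drosophila Schneider cells stably carrying a metallothionein-driven Gal4 DBD–ROR gamma fusion and a UAS-Photinus luciferase reporter were exposed to compound for 1 hr, then induced with copper sulfate (700 uM final) for 20 hr at ambient temperature before luminescence reading.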
# * marks the source's active call; other numbers are inactive results; ? = inconclusive; nt = no result given; [ ] = remark or other dose. Unless noted, calls follow the shape of the dose curve; as a rule, active = well fitted curve in the direction sought with a large enough effect; inconclusive = small, poorly fitted or top-dose-only effect, or another doubt; inactive = no such curve, though single readings can be large; an effect the other way counts as inactive or inconclusive. The list is partial. The share of hits here may be higher or lower than overall.
SMILES,FLuc modulator,Rab9 prom act,VP16 counter,PKM2 activator,Menin-MLL TR inh,MBNL1 CUG block,ELG1 repair inh,Mito fusion yeast,KCNH2 3.1 block,NPC1 prom act,RORgamma inh
N#CCC(=O)Nc1ccc(C(=O)OCC(=O)N(Cc2ccccc2)C2CCS(=O)(=O)C2)cc1 (stereo unspecified),0%,-4%,2%,2%,0%,-6%,6%,1%,0,1%,6%
Cc1cc(C)c[n+](C2=C([O-])c3ccccc3C(=O)/C2=N\S(=O)(=O)c2cccs2)c1,0%,-28%,-2%,0%,?,?,12µM*,-5%,-1,-18%,32%
O=C(Cn1cnc2ccccc2c1=O)NCC(=O)N1CCN(Cc2ccc3c(c2)OCO3)CC1,0%,0%,0%,5%,17%,-10%,-4%,-1%,-2,-3%,13%
COc1ccc(N(C)C(=O)C2CCCN2S(=O)(=O)c2cccc3nsnc23)cc1 (stereo unspecified),-2%,0%,-4%,nt,nt,?,2%,3%,-1,-8%,4%
COc1ccc(CSc2nnnn2C)cc1[N+](=O)[O-],2%,-2%,-5%,-1%,10%,?,-17%,2%,-2,-3%,-6%
COc1cc(NC(=O)C(C)Oc2ccccc2)c(C(=O)O)cc1OC (stereo unspecified),0%,-1%,9%,1%,?,-2%,17%,-3%,-4,-1%,6%
Cc1cc(CN(C)C(=O)c2cc(COc3ccc(F)cc3Cl)on2)n[nH]1,17µM*,?,?,-1%,1%,3%,?,3%,2,24%,45%
Cc1ccc(NC(=O)NC2CCCCCCC2)cc1,7.6µM*,2.2µM*,?,-1%,nt,-7%,?,-1%,20,1.3µM*,27%
O=C(O)CNC(=O)c1ccc(NC(=O)/C(=C/c2ccccc2)NC(=O)c2ccco2)cc1,-1%,0%,-2%,0%,1%,9%,2%,0%,-2,0%,-7%
COC(CNC(=O)CN1C(=O)COc2ccc(S(=O)(=O)N3CCOCC3)cc21)OC,-4%,-11%,-7%,nt,nt,-11%,?,-21%,10,4%,-12%
O=C1OCCN1C(=O)[C@H]1[C@H](c2ccccc2)C(c2cccc(Cl)c2)=NN1c1ccc(Br)cc1,nt,nt,-4%[40.7 µM],nt,?,nt,?,nt,4,nt,6%[40.7 µM]
Cc1cc(C(=O)Oc2cccnc2)ccc1[N+](=O)[O-],?,-3%,?,2%,?,?,-1%,-6%,nt,1%,17%
O=C(NCCc1cccs1)C1CC(c2ccccc2[N+](=O)[O-])=NO1 (stereo unspecified),15µM*,?,9%,-1%,-2%,?,?,3%,-11,?,21%
COc1ccc(OC)c(NC(=O)CCN2C(=O)c3ccccc3C2=O)c1,1%,1%,-1%,-1%,4%,-1%,1%,1%,-4,-4%,35%
CC(=O)CC(c1ccccc1)S(=O)(=O)c1ccc(C)cc1 (stereo unspecified),0%,2%,4%,1%,nt,2%,5%,-1%,0,-5%,-4%
Clc1ccccc1CSc1nnc(-c2ccco2)c(-c2ccco2)n1,?,10%,-5%,23%,?,?,-3%,5%,6,19%,8%
Cc1ccc(CNCCCSc2nc(C)cc(C)n2)cc1,4%,-22%,2µM*,0%[11.5 µM],?,7%,-18%,-5%,6,-21%,?
COc1ccc(-c2c[n+]3c(n2-c2ccc(C)cc2)CCCCC3)cc1,0%,-50%[inhibitor],11µM*,-4%,nt,1%,0.92µM*,-1%,-15,-34%[inhibitor],-61%
COc1cc2c(cc1OC)CN(c1ccc(C(N)=O)cc1[N+](=O)[O-])CC2,-10%,0%,5%,nt,-14%,?,?,13%,23,-1%,2%
COCCNC(=S)N/N=C(\C)c1ccc2cc(OC)ccc2c1,-15%,0%,1µM*,-2%,4%,?,?,3%,-2,-2%,1µM*
CCSC1=C(C#N)C(c2cccc(OC)c2)CC(=O)N1 (stereo unspecified),-14%,1%,nt,0%,0%,-3%,2%,3%,19,0%,-12%[0.365 µM]
COc1ccccc1N1C[C@@H]2C[C@@H](c3ccco3)N3CCC[C@@]23C1=O,-1%,0%,-7%,20%,-14%,-15%,-20%,2%,-3,-20%,1%
CN(C)CCCNC(=O)c1ccccn1,-1%,-1%,8%,-1%,1%,-1%,9%,-3%,-6,-2%,-1%
CC1Cc2ccccc2N1S(=O)(=O)c1cccc(C(=O)NC2CC2)c1 (stereo unspecified),0%,-1%,-4%,11%,8%,-1%,?,4%,11,-1%,2%
Cc1ccc(-n2ncc3c(SCC(=O)NNC(=O)c4ccco4)ncnc32)cc1,2%,-1%,30%,0%,-14%,?,20%,3%,-14,0%,-23%
CCc1ccc2c(CN3CCN(S(=O)(=O)c4cccs4)CC3)cc(=O)oc2c1,3%,0%,-10%,3%,23%,-10%,?,25%,1,1%,41%
CN(C)C(=O)c1cc(S(=O)(=O)N(C)C)c(Cl)cc1N1CCCC1,2%,8%,1%,-2%,4%,2%,8%,0%,-29,-2%,-9%
Cc1cc(C)cc(OCC(=O)OC(C)C(=O)Nc2ccc(Cl)cn2)c1 (stereo unspecified),-3%,1%,nt,nt,nt,nt,?,10%,-12,0%,nt
C#CCNc1nc(CC)nc2c1nnn2Cc1ccccc1F,0%,5%,0%,24%,-6%,0%,-2%,12%,2,9%,?
O=C(CSC1=NCCN1)Nc1ccccc1[N+](=O)[O-],1%,-32%[inhibitor],-4%,2%,7%,?,?,5%,17,0%,0%

# An excerpt from above in order of their number in Rab9 prom act, descending.
mol	Rab9 prom act
Clc1ccccc1CSc1nnc(-c2ccco2)c(-c2ccco2)n1	10%
CN(C)C(=O)c1cc(S(=O)(=O)N(C)C)c(Cl)cc1N1CCCC1	8%
Cc1ccc(-n2ncc3c(SCC(=O)NNC(=O)c4ccco4)ncnc32)cc1	-1%

# Other records follow:
SMILES,FLuc modulator,Rab9 prom act,VP16 counter,PKM2 activator,Menin-MLL TR inh,MBNL1 CUG block,ELG1 repair inh,Mito fusion yeast,KCNH2 3.1 block,NPC1 prom act,RORgamma inh
COc1ccc(N2C(=O)C(Cl)=C(N3CCCC(C)C3)C2=O)cc1 (stereo unspecified),?,-2%,?,2%,?,?,11%,10%,5,0%,21%
COc1ccc(NC(=O)C2CCCN(S(=O)(=O)c3cccnc3)C2)cc1OC (stereo unspecified),-2%,0%,-4%,-4%,nt,-13%,-1%,-5%,10,-6%,9%
O=C(COC(=O)Cc1ccc(Cl)cc1)Nc1ccccc1-c1ccccc1,1%,2%,-3%,1%,1%,8%,19%,10%,8,2%,27%
O=C(COC(=O)C1CC2C=CC1C2)Nc1ccccc1F (stereo unspecified),?,?,4%,-1%,-24%,-2%,?,10%,12,12%,24%
CCOC(=O)c1c(C)[nH]c(C(=O)CSc2ccc(Cl)cc2)c1C,6µM*,?,?,1%,nt,-5%,?,9%,11,?,0%
CCOc1ccc(CNC(=S)N/N=C/c2ccc(OC)c(OC)c2)cc1,?,7%,10µM*,3%,1%,0%,?,-4%,-2,0%,11µM*
Cc1noc(/C=C/N(C)C)c1S(=O)(=O)N1CCCC(C(=O)N2CCCCC2)C1 (stereo unspecified),1%,2%,-14%,4%,5%,-1%,0%,-2%,-8,?,-19%
N#C/C(=C\c1ccc(O)c(O)c1)C(=O)N1CCCC1,-8%,-13%,-16%,-2%,-1%,6%,-22%,1%,16,-15%,?
COc1ccc(-n2nnnc2SCC(=O)Nc2ccc3c(c2)OCCO3)cc1OC,-1%,-4%,-12%,-10%,19%,-4%,?,-2%,18,1%,-44%
CC(C)C[C@H](NC(=O)N1CC(=O)Nc2ccccc21)C(=O)N1CCC[C@H]1C(=O)O,2%,0%,-1%,0%,-20%,-2%,-10%,-4%,-1,-2%,-21%
